CXCR6 block = inhibitors of human CXCR6 receptor. O00574. CHO-K1 PathHunter CXCR6 beta-arrestin, luminescence. inhibition, % at 20 µM. 360,000 compounds, 0.36% hits. AID 602244; in the data active = inhibition above about 34%, passing the limit was not always enough;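 note: antagonist mode with CXCL16 agonist at 10 nM final; 0% = 10 nM CXCL16 with DMSO and 100% = unstimulated wells without agonist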
APOBEC3A inh = inhibitors of human APOBEC3A DNA deaminase. recombinant A3A, FAM/TAMRA ssDNA deamination fluorescence. AID 493011. 330,000 compounds, 0.41% hits. inhibition, % at 20 µM;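 active = at least 40% inhibition at 20 µM here, with at most 30% in a related deaminase screen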;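 note: plate controls were A3A with DMSO for no effect and wells lacking A3A enzyme for full effect; some results filed as inactive read as strong as hits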
Target sequence (P31941 whole entry, looked up): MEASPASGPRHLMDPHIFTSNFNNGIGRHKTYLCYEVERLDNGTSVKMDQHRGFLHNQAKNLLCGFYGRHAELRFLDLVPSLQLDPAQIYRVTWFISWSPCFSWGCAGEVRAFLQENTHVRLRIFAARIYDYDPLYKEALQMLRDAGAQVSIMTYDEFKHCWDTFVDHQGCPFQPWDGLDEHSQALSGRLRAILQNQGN
EBI2 block = EBI2 (human) antagonism | P32249 | EBI2 beta-arrestin recruitment, luminescence, 7a,25-OHC stimulated | inhibition, % at 5 µM | 360,000 compounds, 0.81% hits | AID 651636; in the data active = inhibition above about 38%;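 note: enzyme fragment complementation signal reports receptor beta-arrestin coupling in cells; 0% = agonist plus DMSO wells and 100% = wells without agonist; some results beyond the cut were filed as inactive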
APOBEC3G inh = blocks human APOBEC3G single-stranded DNA deamination; Q9HC16; recombinant A3G, ssDNA deamination FAM/TAMRA fluorescence; inhibition, % at 20 µM; 330,000 compounds, 0.28% hits; AID 493012;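 active = inhibition of at least 40% at 20 µM, with no more than 30% in the related APOBEC3A deaminase screen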;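 note: plate controls were DMSO wells with A3G for no effect and wells lacking A3G enzyme for full effect; some compounds called inactive have numbers as strong as hits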
Target sequence (Q9HC16 whole entry, looked up): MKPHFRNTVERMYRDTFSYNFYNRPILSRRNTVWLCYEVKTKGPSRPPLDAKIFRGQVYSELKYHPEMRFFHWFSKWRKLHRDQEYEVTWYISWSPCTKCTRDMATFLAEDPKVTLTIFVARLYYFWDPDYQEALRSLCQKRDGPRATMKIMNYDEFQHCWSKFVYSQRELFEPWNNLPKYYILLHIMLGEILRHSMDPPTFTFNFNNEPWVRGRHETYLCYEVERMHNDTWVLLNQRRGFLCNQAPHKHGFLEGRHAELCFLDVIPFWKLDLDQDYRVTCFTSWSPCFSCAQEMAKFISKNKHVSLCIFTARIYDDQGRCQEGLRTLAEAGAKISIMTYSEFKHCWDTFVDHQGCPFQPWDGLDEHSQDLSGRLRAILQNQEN
GRIN3A LBD mod = modulators (binders) of human NR3A ligand-binding domain; 340,000 compounds, 2.5% hits; Tm shift relative to glycine control, % at 25 µM; NR3A LBD differential scanning fluorimetry, Tm shift; 0% = protein alone, 100% = glycine-bound protein;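 active = melting temperature shift of at least 10% of the positive control shift, at one fixed dose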
CCR6 antag = CCR6 (human) receptor antagonism. AID 493098. inhibition, % at 20 µM. CHO-K1 CCR6 PathHunter beta-arrestin, luminescence, CCL20-stimulated. 340,000 compounds, 0.49% hits;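 active = compounds whose inhibition of the agonist-driven luminescence signal at 20 µM reaches about 50%, limit read from the data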;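 note: cells stimulated with CCL20 at 14 nM final; plate controls were DMSO with CCL20 for no effect and DMSO without agonist for full effect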
Target sequence (P51684 whole entry, looked up): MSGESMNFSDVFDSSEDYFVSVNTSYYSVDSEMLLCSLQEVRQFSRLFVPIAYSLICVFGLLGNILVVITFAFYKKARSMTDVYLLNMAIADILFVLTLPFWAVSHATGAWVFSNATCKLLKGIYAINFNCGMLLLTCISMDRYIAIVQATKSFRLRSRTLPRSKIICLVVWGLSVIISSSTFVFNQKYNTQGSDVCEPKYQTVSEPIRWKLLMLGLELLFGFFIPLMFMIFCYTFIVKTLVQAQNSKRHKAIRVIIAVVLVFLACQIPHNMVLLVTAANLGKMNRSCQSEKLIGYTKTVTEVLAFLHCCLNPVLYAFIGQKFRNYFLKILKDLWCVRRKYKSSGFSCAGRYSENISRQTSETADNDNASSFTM
MPTP inh = blocks calcium-induced mitochondrial swelling; AID 602449; inhibition, % at 10 µM; 360,000 compounds, 1.4% hits; isolated mouse mitochondria, Ca2+ swelling absorbance, 30 min;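 active = inhibition of 50% or more, scaled per plate between neutral and stimulator controls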;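 note: 0% = DMSO wells given calcium and 100% = 1 mM EGTA wells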
Gli-Sufu block = Gli-Sufu pathway antagonism; Sufu-KO-LIGHT fibroblasts, Gli luciferase reporter luminescence; inhibition, % at 5 µM; 340,000 compounds, 0.74% hits; AID 588413;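 active = inhibition above about 55%, limit read from the data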;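 note: 0% = DMSO-treated cells and 100% = wells with medium but no cells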
Active calls of the source: *.

Results for CCC(C)(C)n1nnnc1C(c1cc2cc(C)cc(C)c2[nH]c1=O)N1CCN(Cc2ccc3c(c2)OCO3)CC1 (centres undefined) ?
CXCR6 block: 7; EBI2 block: 1; GRIN3A LBD mod: -1; CCR6 antag: 8; MPTP inh: -2.9; Gli-Sufu block: -10

Results for CCC(C)[C@H](NC(=O)N1CC(=O)Nc2ccccc21)C(=O)N1CCC(C(=O)O)CC1 (some centres undefined) ?
CXCR6 block: 2; APOBEC3A inh: -7; EBI2 block: -4; APOBEC3G inh: -5; GRIN3A LBD mod: 1; CCR6 antag: 2; MPTP inh: -1.1; Gli-Sufu block: -19

What do the screens show for `CCN(CC)Cc1c(C(=O)N/N=C(\C)c2ccncc2)nnn1-c1nonc1N`?
CXCR6 block: -8; APOBEC3A inh: -3; EBI2 block: 1; APOBEC3G inh: -1; GRIN3A LBD mod: -4; CCR6 antag: 8; MPTP inh: 0.1; Gli-Sufu block: 1

What do the screens show for `O=S(=O)(Nc1ncnc2c1oc1ccccc12)c1ccc(Cl)s1`?
CXCR6 block: 1; APOBEC3A inh: 1; EBI2 block: -3; APOBEC3G inh: 3; GRIN3A LBD mod: -6; CCR6 antag: 5; MPTP inh: 5.2; Gli-Sufu block: 5

Results for Cn1ncc(N2CCN(S(=O)(=O)c3ccc(Br)cc3)CC2)c(Cl)c1=O ?
CXCR6 block: -5; APOBEC3A inh: -2; EBI2 block: -10; APOBEC3G inh: -4; GRIN3A LBD mod: -2; CCR6 antag: 7; MPTP inh: -1.7; Gli-Sufu block: 8

How did Cc1cc(OC(C(=O)O)c2ccccc2)c2c(C)c(Cc3ccccc3)c(=O)oc2c1 (centres undefined) do in these assays?
CXCR6 block: -3; APOBEC3A inh: -1; EBI2 block: 5; APOBEC3G inh: -7; GRIN3A LBD mod: -2; CCR6 antag: 9; MPTP inh: 2.8; Gli-Sufu block: -10

How did CC1=NN2C(=N)/C(=C\c3cc(C)n(-c4cccc(C)c4)c3C)C(=O)N=C2S1 do in these assays?
CXCR6 block: 6; APOBEC3A inh: -3; EBI2 block: 7; APOBEC3G inh: -10; GRIN3A LBD mod: -8; CCR6 antag: 14; MPTP inh: 27; Gli-Sufu block: -7

What do the screens show for `COC(=O)C1C(=O)/C(=C/N(C)C)C(=O)CC1(C)C` (centres undefined)?
CXCR6 block: 0; APOBEC3A inh: 2; EBI2 block: 4; APOBEC3G inh: -4; GRIN3A LBD mod: -4; CCR6 antag: -3; MPTP inh: -0.9; Gli-Sufu block: 2

Results for O=C(COC(=O)/C=C/c1ccc(OC(F)F)cc1)NC(=O)NC1CCCCC1 ?
CXCR6 block: -2; APOBEC3A inh: 2; EBI2 block: 17; APOBEC3G inh: -2; GRIN3A LBD mod: -5; CCR6 antag: 3; MPTP inh: 0.4; Gli-Sufu block: -4

How did Nc1nc(Nc2ccccc2F)nc(NCc2ccccc2)c1[N+](=O)[O-] do in these assays?
CXCR6 block: 12; APOBEC3A inh: -5; EBI2 block: 13; APOBEC3G inh: -5; GRIN3A LBD mod: -5; CCR6 antag: 12; MPTP inh: 6.4; Gli-Sufu block: -1

What do the screens show for `CCN(CC)C(=O)Cn1c(=O)c2ccccc2n2c(=S)sc(-c3cccc(C)c3)c12`?
CXCR6 block: 22; APOBEC3A inh: -2; EBI2 block: 9; APOBEC3G inh: 3; GRIN3A LBD mod: 1; CCR6 antag: 16; MPTP inh: 0.5; Gli-Sufu block: 16

Results for O=C(Cc1ccc(S(=O)(=O)N2CCOCC2)s1)N1CCN(S(=O)(=O)c2cccc([N+](=O)[O-])c2)CC1 ?
CXCR6 block: -17; APOBEC3A inh: -6; EBI2 block: -23; APOBEC3G inh: -7; GRIN3A LBD mod: -1; CCR6 antag: 1; MPTP inh: -0.2; Gli-Sufu block: 11

How did Cc1ccc(C(=O)NCC(=O)N(C)Cc2cccc(F)c2)s1 do in these assays?
CXCR6 block: -3; APOBEC3A inh: -5; EBI2 block: 9; APOBEC3G inh: -10; GRIN3A LBD mod: 0; CCR6 antag: 2; MPTP inh: -0.9; Gli-Sufu block: -3

Results for Cc1cc(CN2CCN(CCC#N)CC2)c(O)c(C2(C)CCCCC2)c1 ?
CXCR6 block: 3; APOBEC3A inh: -1; EBI2 block: -4; APOBEC3G inh: -5; GRIN3A LBD mod: 3; CCR6 antag: 17; MPTP inh: 2.5; Gli-Sufu block: 4

Results for OCCN1CCN(c2cc(C(F)(F)F)nc3c(F)cccc23)CC1 ?
CXCR6 block: 1; APOBEC3A inh: -5; EBI2 block: -19; APOBEC3G inh: -3; GRIN3A LBD mod: 0; CCR6 antag: 10; MPTP inh: 1.1; Gli-Sufu block: 3

How did C=CCNC(=O)c1onc(CSc2cccc(OC)c2)c1C(=O)O do in these assays?
CXCR6 block: -10; APOBEC3A inh: 0; EBI2 block: -4; APOBEC3G inh: -11; GRIN3A LBD mod: 5; CCR6 antag: 9; MPTP inh: -2.3; Gli-Sufu block: -3

Results for CCOC(=O)C1=C(C)OC(N)=C(C#N)C1c1ccc(O)c(OC)c1 (centres undefined) ?
CXCR6 block: 13; APOBEC3A inh: -3; EBI2 block: -6; APOBEC3G inh: -1; GRIN3A LBD mod: 0; CCR6 antag: 9; MPTP inh: -0.1; Gli-Sufu block: 13

How did CC(C)C[C@H]1C(=O)N2CCC[C@H]2[C@]2(O)O[C@](NC(=O)[C@@H]3C=C4c5cccc6[nH]c(Br)c(c56)CC4N(C)C3)(C(C)C)C(=O)N12 (some centres undefined) do in these assays?
CXCR6 block: 4; APOBEC3A inh: -1; EBI2 block: 89*; APOBEC3G inh: -4; GRIN3A LBD mod: -5; CCR6 antag: 11; MPTP inh: -4.3; Gli-Sufu block: -6

What do the screens show for `COc1ccc(-n2ccnc2CN2CCN(C3CCCC3)C(CCO)C2)cc1` (centres undefined)?
CXCR6 block: 2; APOBEC3A inh: 7; EBI2 block: 13; APOBEC3G inh: 0; GRIN3A LBD mod: 3; CCR6 antag: 3; MPTP inh: 0.5; Gli-Sufu block: -8

How did CN1CCc2ccccc2Cc2[nH]c3ccccc3c2CC1 do in these assays?
CXCR6 block: 7; APOBEC3A inh: -1; EBI2 block: -3; APOBEC3G inh: -2; GRIN3A LBD mod: 0; CCR6 antag: 16; MPTP inh: -2.1; Gli-Sufu block: -6

Results for C=CCNC(=O)C1CCN(c2nc(C)cc(-c3ccccc3)n2)CC1 ?
CXCR6 block: -1; APOBEC3A inh: -2; EBI2 block: 9; APOBEC3G inh: -4; GRIN3A LBD mod: -1; CCR6 antag: 7; MPTP inh: -0.1; Gli-Sufu block: -78

Results for Cc1nn(CCCC(=O)NCc2ccccc2)c(C)c1[N+](=O)[O-] ?
CXCR6 block: 0; APOBEC3A inh: 1; EBI2 block: -5; APOBEC3G inh: 0; GRIN3A LBD mod: -8; CCR6 antag: -3; MPTP inh: 3.2; Gli-Sufu block: 1

How did N/C(=N\OC(=O)c1cc([N+](=O)[O-])ccc1Cl)c1cccnc1 do in these assays?
CXCR6 block: -42; APOBEC3A inh: -2; EBI2 block: 0; APOBEC3G inh: -1; GRIN3A LBD mod: 1; CCR6 antag: -36; MPTP inh: 5.2; Gli-Sufu block: 4

Results for Cn1c(SCc2ccc(C(=O)Nc3nccs3)cc2)nnc1-c1ccccc1 ?
CXCR6 block: -3; APOBEC3A inh: -4; EBI2 block: 0; APOBEC3G inh: 7; GRIN3A LBD mod: -3; CCR6 antag: -9; MPTP inh: 1.6; Gli-Sufu block: 16

What do the screens show for `O=C1C2C3c4ccccc4C(c4ccccc43)C2C(=O)N1Cc1ccco1` (centres undefined)?
CXCR6 block: 9; APOBEC3A inh: 0; EBI2 block: 10; APOBEC3G inh: 1; GRIN3A LBD mod: 0; CCR6 antag: 15; MPTP inh: 5.4; Gli-Sufu block: 7

Results for O=C(Nc1ccc(O)cc1)c1ccc(C(=O)c2ccccc2)o1 ?
CXCR6 block: 4; APOBEC3A inh: -2; EBI2 block: -3; APOBEC3G inh: -3; GRIN3A LBD mod: 5; CCR6 antag: 4; MPTP inh: -1.1; Gli-Sufu block: 11

Results for O=C(Cn1cnc2ccccc21)N/N=C/C(Br)=C/c1ccccc1 ?
CXCR6 block: -7; APOBEC3A inh: -3; EBI2 block: 6; APOBEC3G inh: -6; GRIN3A LBD mod: 3; CCR6 antag: -4; MPTP inh: 0.1; Gli-Sufu block: 13

How did COc1ccc(S(=O)(=O)Nc2ccc3c(c2)C(=O)N([C@H](C)CO)C[C@H](C)[C@@H](CN(C)C(=O)Nc2ccc(C(F)(F)F)cc2)O3)cc1 do in these assays?
CXCR6 block: 1; APOBEC3A inh: -1; EBI2 block: 6; APOBEC3G inh: -7; GRIN3A LBD mod: -5; CCR6 antag: 3; MPTP inh: 0.3; Gli-Sufu block: -9

Results for Cc1cccc(NC(=O)CN2CCN(C(=O)c3c(C)nn(Cc4ccccc4)c3C)CC2)c1C ?
CXCR6 block: 10; APOBEC3A inh: 5; EBI2 block: 8; APOBEC3G inh: -3; GRIN3A LBD mod: 1; CCR6 antag: -2; MPTP inh: -0.4; Gli-Sufu block: 10

What do the screens show for `Cc1cccc(NC(=O)CCCn2c(=S)[nH]c3ccccc3c2=O)c1`?
CXCR6 block: -5; APOBEC3A inh: 3; EBI2 block: -5; APOBEC3G inh: 3; GRIN3A LBD mod: 0; CCR6 antag: 2; MPTP inh: -1.1; Gli-Sufu block: -8

Results for c1ccc(-c2ccc(OCCN3CCOCC3)cc2)cc1 ?
CXCR6 block: 3; APOBEC3A inh: -4; EBI2 block: -8; APOBEC3G inh: -1; GRIN3A LBD mod: -1; CCR6 antag: -1; MPTP inh: 0.2; Gli-Sufu block: -54

How did O=C(Nc1c2c(nc3c1CCC3)CCCC2)c1ccccn1 do in these assays?
CXCR6 block: -1; APOBEC3A inh: -3; EBI2 block: -37; APOBEC3G inh: -1; GRIN3A LBD mod: 0; CCR6 antag: -7; MPTP inh: 0.0; Gli-Sufu block: -3

What do the screens show for `COc1cccc(CN2CCN(Cc3nc(-c4cccs4)oc3C)CC2CCO)c1` (centres undefined)?
CXCR6 block: -1; APOBEC3A inh: -1; EBI2 block: -13; APOBEC3G inh: -2; GRIN3A LBD mod: -1; CCR6 antag: -4; MPTP inh: -0.3; Gli-Sufu block: 3

Results for CCOC(=O)C(=CNc1nc2ccc(C(=O)OCC)cc2s1)C(=O)OCC ?
CXCR6 block: -1; APOBEC3A inh: 2; EBI2 block: -12; APOBEC3G inh: 4; GRIN3A LBD mod: -1; CCR6 antag: 5; MPTP inh: 3.8; Gli-Sufu block: -13

How did O=C(CN(C(=O)C1CSC(=O)C1)c1cccc(F)c1)NCc1ccc2c(c1)OCO2 (centres undefined) do in these assays?
CXCR6 block: 5; APOBEC3A inh: -4; EBI2 block: 4; APOBEC3G inh: -7; GRIN3A LBD mod: 1; CCR6 antag: 21; MPTP inh: -0.5; Gli-Sufu block: 43

What do the screens show for `Cc1cc(-n2c(C)cc(C(=O)COc3ccc(F)c(F)c3)c2C)no1`?
CXCR6 block: 0; APOBEC3A inh: -2; EBI2 block: 27; APOBEC3G inh: -6; GRIN3A LBD mod: 4; CCR6 antag: 19; MPTP inh: -0.9; Gli-Sufu block: -30

Results for N#CCC1c2ccccc2CCN1C(=O)Nc1ccc(Cl)cc1 (centres undefined) ?
CXCR6 block: -6; APOBEC3A inh: -3; EBI2 block: -2; APOBEC3G inh: -6; GRIN3A LBD mod: -1; CCR6 antag: 12; MPTP inh: 2.2; Gli-Sufu block: 4

How did Cc1ccc(CCNC(=O)CN2C(=O)COc3ccc(S(=O)(=O)N4CCC(C)CC4)cc32)cc1 do in these assays?
CXCR6 block: 5; APOBEC3A inh: -6; EBI2 block: 4; APOBEC3G inh: -2; GRIN3A LBD mod: -2; CCR6 antag: 28; MPTP inh: -0.6; Gli-Sufu block: 6

Screening results (PubChem)

Not a hit list; about 5.8% have a hit in one of these screens.
